p53 reactivator: restores transcriptional activity of mutant p53; H1299 p53-A138V BP100-luciferase reporter, luminescence, 24 h; hit rate 0.063% among 320,000; Potency, µM (top dose mostly 92.2 µM), inactives show top-dose activity change, positive = activation, usual class: activators; note: potency is the fitted concentration of half-maximal effect; % of control where 0% means no effect; nearly all actives have a fitted effect of over 45% in size
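H1299 (p53-null), stable ts p53-A138V + BP100-Luc; 1000 cells/well, Opti-MEM/10% FBS; cpd 4 pt, 1:5; 24 h, 37 deg C, 5% CO2; detection reagent 10 min RT; luminescence.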
USP2a block: USP2a (human) protease inhibition; O75604; USP2 core, Ub-CHOP2 coupled fluorogenic reporter, 485/531; Potency, µM (top dose mostly 38.3 µM), without a hit: top-dose activity change, negative = inhibition, most hits filed as inhibitors; hit rate 0.01% among 330,000;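 note: potency is the fitted concentration of half-maximal effect; plate controls were DMSO wells for no effect and full inhibition by NEM control for full effect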
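Cell-free coupled assay: 10nM USP2 core preincubated 30min RT with compound in Tris-HCl pH 8.0/CaCl2/CHAPS buffer, then 25nM Ub-CHOP2 and 25nM reporter substrate; fluorescence (Ex 485/Em 531) read after 60min RT, normalized to NEM inhibition, concentration-response curves fitted.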
BRCA1 expr act: increases BRCA1 expression; AID 624202; hit rate 1.1% among 380,000; MCF7-BRCA1-FFLuc reporter, luminescence, 48 h; response scale: scaled: vehicle 0%, 10 µM genistein 100%; Potency, µM (highest dose often 46.1 µM), without a hit: top-dose activation, actives largely listed as activators; note: potency is the fitted concentration of half-maximal effect; nearly all actives have a fitted effect of over 80% in size; some results filed as inactive show a strong effect at the top dose
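MCF7-BRCA1-FFLuc, 2000 cells/well; 2 h attach, 37 °C/5% CO2; compound 48 h; luciferase substrate 15 min; luminescence end-point. Norm. to genistein 10 microM max activation and DMSO; concentration-response curves fitted.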
B2AR arrestin: recruits beta-arrestin to the human beta2-adrenergic receptor; beta-arrestin recruitment to beta2AR, cell-based reporter; AID 492947; Potency, µM (titrated, usually from 46.1 µM), without a hit: at the top dose activation, most hits filed as activators; hit rate 0.02% among 330,000; P07550;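 note: potency is the fitted concentration of half-maximal effect; 0% = DMSO controls and full agonism = EC100 isoproterenol or metaproterenol; nearly all actives have a fitted effect of over 65% in size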
Target sequence (P07550 whole entry, looked up): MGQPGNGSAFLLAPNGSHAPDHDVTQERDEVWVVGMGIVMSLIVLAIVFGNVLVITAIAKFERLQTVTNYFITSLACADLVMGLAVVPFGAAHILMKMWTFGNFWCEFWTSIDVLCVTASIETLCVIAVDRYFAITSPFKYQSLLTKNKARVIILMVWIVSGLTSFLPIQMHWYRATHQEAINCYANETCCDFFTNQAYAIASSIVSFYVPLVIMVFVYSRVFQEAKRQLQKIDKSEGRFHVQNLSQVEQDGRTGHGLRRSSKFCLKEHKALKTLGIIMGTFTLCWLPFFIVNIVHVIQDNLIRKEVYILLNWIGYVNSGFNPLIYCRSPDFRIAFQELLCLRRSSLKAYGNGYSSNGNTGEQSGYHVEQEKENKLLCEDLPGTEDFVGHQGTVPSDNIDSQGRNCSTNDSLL
Integrin act MD: activates integrin-mediated alleviation for muscular dystrophy; alpha7betagal myoblasts, beta-gal FDG fluorescence, 48 h; Potency, µM (highest dose often 38.3 µM), for the others: at the top dose activation, most hits filed as activators; hit rate 0.064% among 350,000; AID 624291;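 note: potency is the fitted concentration of half-maximal effect; 100% = response of the positive control SU9516; nearly all actives have a fitted effect of over 60% in size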
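Alpha7betagal+/- myoblasts (passage 13) were plated 16-24 hr, then exposed to compounds (1:260 dilution of DMSO stock) for 48 hours at 37C. After MPER lysis, β-galactosidase reporter activity was read as FDG fluorescence (ex 480/em 540) after 30 minutes.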
S-ASM inh: blocks human secretory acid sphingomyelinase; P17405; placental ASM, HMU-PC fluorogenic substrate, 60 min; Potency, µM (top dose mostly 57.5 µM), without a hit: top-dose activity change, negative = inhibition, hits mostly inhibitors; hit rate 0.006% among 340,000; note: potency is the fitted concentration of half-maximal effect
Target sequence (P17405 47-631 limits assumed): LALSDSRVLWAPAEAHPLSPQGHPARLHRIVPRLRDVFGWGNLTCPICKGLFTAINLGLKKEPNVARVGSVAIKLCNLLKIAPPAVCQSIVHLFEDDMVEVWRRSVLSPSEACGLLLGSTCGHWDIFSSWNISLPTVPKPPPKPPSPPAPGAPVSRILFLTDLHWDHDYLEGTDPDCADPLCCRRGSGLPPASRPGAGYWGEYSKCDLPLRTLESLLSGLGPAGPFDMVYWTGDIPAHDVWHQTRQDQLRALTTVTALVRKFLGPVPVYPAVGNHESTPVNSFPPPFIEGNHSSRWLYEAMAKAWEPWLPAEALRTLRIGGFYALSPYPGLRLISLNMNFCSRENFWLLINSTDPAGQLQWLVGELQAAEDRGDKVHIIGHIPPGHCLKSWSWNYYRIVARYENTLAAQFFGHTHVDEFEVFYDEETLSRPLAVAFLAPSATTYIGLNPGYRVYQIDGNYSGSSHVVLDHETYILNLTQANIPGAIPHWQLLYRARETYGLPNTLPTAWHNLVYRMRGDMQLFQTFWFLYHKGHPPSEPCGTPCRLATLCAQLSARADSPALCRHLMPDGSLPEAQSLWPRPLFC
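Human placenta-derived ASM enzyme was preincubated with compound for 10 minutes at room temperature, then given fluorogenic substrate HMU-PC0 (9 uM final) for 60 minutes at 37 °C; a pH 10 stop preceded fluorescence reading at Ex 386/Em 447 nm.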
TSG101-PTAP inh: blocks PTAP/TSG101 interaction to inhibit HIV-1 budding; Fluorescence polarization, FITC-PTAP peptide / Tsg101 binding; Q99816; Potency, µM (highest dose often 115 µM), without a hit: top-dose activity change, negative = inhibition, hits mostly inhibitors; 340,000 tested, under 10 active; active = well fitted inhibition curve with a large enough effect in the main read-out, with a control signal flat, not every such curve was filed as active; inconclusive = small, poorly fitted or top-dose-only effect, or effect the other way, or a change in a side signal; inactive = no such curve, though single readings can be large or run the other way; note: potency is the fitted concentration of half-maximal effect; % of control where 0% means no effect
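Fluorescence anisotropy tracks displacement of a FITC-tagged PTAP peptide (50 nM) from the Tsg101 binding domain (10 uM), following a 20 min room-temperature incubation at pH 7.5.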
uPA generation: blocks generation of uPA at the cell surface; Potency, µM (titrated, usually from 38.3 µM), for inactives: at the highest dose activity change, negative = inhibition, most hits filed as inhibitors; hit rate 0.31% among 330,000; cell surface uPA generation assay, qHTS; active = well fitted inhibition curve with a large enough effect; inconclusive = small, poorly fitted or top-dose-only effect; inactive = no such curve, though single readings can be large or run the other way; tested in mouse RAW 264.7 cells; note: potency is the fitted concentration of half-maximal effect; % is set by controls: 0 for no effect and ±100 for the full control effect; nearly all actives have a fitted effect of over 55% in size
TRPV1 agonist: agonists of human vanilloid receptor 1 (TRPV1) | Q8NER1 | TRPV1-expressing cells, Fluo-8 calcium influx, agonist mode | activation, % at 8.33 µM | hit rate 0.19% among 320,000 | AID 540275; in the data active = activation above about 80%; inconclusive = between about 30% and that limit; note: 0% is about no effect
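Cells expressing TRPV1 were dye-loaded with Fluo-8 and read kinetically: 10 s baseline, 3 min after compound (agonist portion), then 2 min after EC20 capsaicin (allosteric enhancer portion). Calcium-bound dye fluorescence at 480/520 nm.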
Eya2 phos inh: Eya2 (human) phosphatase inhibition. O00167. recombinant Eya2, OMFP fluorescence dephosphorylation (OMFP is methylfluorescein phosphate). Potency, µM (top dose mostly 76.9 µM), inactives show at the highest dose activity, negative = inhibition, usual class: inhibitors. hit rate 0.006% among 330,000. AID 488837; note: potency is the fitted concentration of half-maximal effect; % is set by controls: 0 for no effect and ±100 for the full control effect
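Eya2 protein (added as 0.2 uM solution) was preincubated with compound for 10 min at ambient temperature in 50 mM HEPES pH 7.5, 50 mM NaCl, 5 uM MgCl2, 0.05% BSA, 1 mM DTT. OMFP (added at 50 uM) then reacted 10 min; fluorescence read at 485/525 nm.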
ELG1 genotox: inducers of genotoxicity in HEK293T ELG1-luciferase cells; hit rate 1.3% among 330,000; Potency, µM (highest dose often 46 µM), for the others: top-dose activity change, positive = activation, actives largely listed as activators; AID 504466; HEK293T ELG1-luciferase reporter, luminescence, 16 h; note: potency is the fitted concentration of half-maximal effect; % of control where 0% means no effect; nearly all actives have a fitted effect of over 60% in size
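HEK293T cells expressing luciferase-tagged ELG1 were exposed to compound or DMSO vehicle for 16 hr at 37 °C and 5% CO2. Luciferase activity was then measured with ONE-Glo after 30 min at room temperature.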
* = called active by the depositor; ? = inconclusive; / = not tested or not shown; [ ] = remark or other dose. Unless noted, calls come from the whole dose curve; as a rule, active = well fitted curve in the direction sought with a large enough effect; inconclusive = small, poorly fitted or top-dose-only effect, or another doubt; inactive = no such curve, though single readings can be large; an effect the other way counts as inactive or inconclusive. This is a random part of the collection. About 2.6% of those tested had a hit in this group.

Results follow in this order: S-ASM inh, Integrin act MD, Eya2 phos inh, B2AR arrestin, TSG101-PTAP inh, uPA generation, BRCA1 expr act, ELG1 genotox, TRPV1 agonist, p53 reactivator, USP2a block
CCN1C(=O)[C@H]2[C@H]3CN=C(SCc4ccc(C)cc4)N3[C@@](C)(C(=O)OC)[C@H]2C1=O
    -3%, 19%, 2%, -0.2%, -6%, 21%, 2%, 7%, /, -1%, 1%
CCOC(=O)c1sc(=NC(=O)c2ccccc2Br)n(C)c1C
    -2%, 15%, -10%, 0.4%, -5%, -1%, -1%, ?, 0, ?, 4%
CCSc1ccccc1C(=O)N1CCN(c2ccccc2F)CC1
    -2%, 11%, -8%, -0.5%, -4%, /, -15%, 0%, 13, -10%, 2%
CCN(C(=O)c1ccc(N2CC3CC(C2)c2cccc(=O)n2C3)c(NC(=O)c2ccncc2)c1)c1cccc(C)c1 (centres undefined)
    0%, 13%, -7%, 0.2%, 3%, 4%, 20%, 0%, 1, 2%, 2%
COc1ccccc1CC(=O)Nc1cc2oc3ccccc3c2cc1OC
    ?, 9%, 2%, -0.4%, -3%, -6%, -8%, 2%, -1, -1%, 1%
Cc1ccc(C2C=NN(c3ccccc3)C2=O)cc1 (centres undefined)
    -3%, 6%, 2%, -0.1%, -2%, -15%, ?, ?, 2, 7%, -1%
NC(=O)NCC(c1ccccc1)C1CCCCC1 (centres undefined)
    -5%, 15%, -6%, 0.1%, -7%, 22%, -19%, 0%, 2, 29%, 2%
Clc1ccc(-c2nn3c(-c4ccncc4)nnc3s2)c(Cl)c1
    /, /, 14%, -0.2%, /, /, /, -13%, -2, 2%, 2%
O=C(O)CN1C(=O)c2ccc(C(=O)c3ccccc3)cc2C1=O
    1%, ?, -13%, -0.1%, 0%, 2%, -6%, 0%, 1, 9%, -1%
CCOC(=O)COn1c(=O)c[n+]([O-])c2ccccc21
    16%, 3%, -18%, 0.0%, -1%, -3%, -10%, -3%, 3, 4%, 4%
O=C(O)c1ccccc1C(=O)c1ccc(Cl)cc1
    5%, -17%, 3%, -0.7%, -7%, 7%, 6%, -3%, /, -4%, -9%
CCc1cc(CN2CCOCC2)c(NC(=O)c2ccccc2)s1
    -1%, -5%, 1%, 0.1%, -3%, -4%, -39%, 7%, 20, 13%, 1%
CN(c1ccccc1)S(=O)(=O)c1cccc(NC(=O)c2ccncc2)c1
    -4%, -48%[inhibitor], -3%, 0.2%, -4%, -24%, -25%, -8%, 11, 1%, 2%
CS(=O)(=O)N1CCN(Cc2ccc([N+](=O)[O-])cc2)CC1
    0%, ?, -7%, -0.9%, -1%, 5%, -3%, 0%, -1, 3%, 2%
Cc1ccc2onc(CC(=O)O)c2c1
    0%, 17%, -4%, -0.3%, -2%, 3%, -12%, 12%, 0, -1%, 1%
CC(=O)N1CN(CCCn2ccnc2)Cc2c1sc1c2CCCC1
    9%, 0%, 2%, -0.2%, -7%, -3%, -35%, 0%, -2, 4%, 1%
O=C(NCCc1ccc(Cl)cc1)C1CCN(S(=O)(=O)c2cccs2)CC1
    -4%, 0%, -24%, -0.2%, -3%, -2%, -41%, -7%, -3, -1%, 3%
O=C(CSc1ccc(Br)cc1)NCC(c1cccs1)N1CCOCC1 (centres undefined)
    3%, -1%, 2%, 2.4%, 1%, -5%, -24%, 25%, 14, -3%, -1%
O=C(CS(=O)(=O)c1ccccc1Cl)N1CCOCC1
    1%, 21%, 1%, -0.9%, 1%, -4%, 1%, 1%, 0, 6%, 1%
COC(=O)N(C)c1ccccc1C(=O)N1CCOCC1
    -2%, 0%, 7%, 0.1%, -2%, -2%, -1%, 0%, -2, -7%, 2%
COc1ccccc1C(=O)N/C(=C/c1ccco1)C(=O)Nc1cccc(C(=O)O)c1
    1%, -18%, 6%, 0.2%, 1%, 3%, 12%, 4%, -1, 5%, 3%
Cc1ccc(-n2nc(C)c(C3(O)C(=O)N(C(C)C)c4ccccc43)c2N)cc1 (centres undefined)
    3%, -21%, 4%, -3.0%, -9%, -2%, -7%, -2%, 0, 6%, 1%
Cc1ccc(S(=O)(=O)N2CCN(c3ccc(S(=O)(=O)N4CCOCC4)cn3)CC2)cc1
    4%, 3%, -17%, 0.2%, 1%, 2%, -28%, 10%, -1, -1%, 6%
CCOc1ccc(-c2c(C(=O)N/N=C(\C)c3ccco3)nnn2-c2nonc2N)cc1
    0%, -13%, 12%, 0.5%, -1%, 4%, 1%, ?, 12, -1%, -1%
CCOC(=O)COc1cc(-n2c(=S)[nH]c3cc(OC)c(OC)cc3c2=O)c(Cl)cc1Cl
    -25%, 6%, 0%, -0.9%, 1%, -3%, -73%, -14%, -6, -16%, -22%
CCOC(=O)N1CCC(NC(=O)CN2C(=O)CSc3ncccc32)CC1
    2%, -9%, 4%, -0.1%, -8%, -5%, -23%, -2%, 4, 1%, 2%
CCCC(CCC)=NNc1ccc(S(=O)(=O)Nc2ccccc2OC)cc1[N+](=O)[O-]
    -15%, -38%, 2%, -0.1%, -4%, 3%, -78%, -3%, -2, 29%, 4%
O=[N+]([O-])c1cc(S(=O)(=O)Nc2ccccc2)ccc1NCc1ccccc1
    -10%, 38%, -9%, 0.0%, -2%, -13%, -25%, 1%, -2, 7%, -2%
CC(=O)N1C(=O)N(C(C)=O)C2C1N(C)C(=O)N2C(C)=O (centres undefined)
    2%, -6%, 3%, -0.2%, -3%, 3%, 1%, 1%, -5, 2%, 11%
O=C(CNC(=O)c1ccccc1F)OCc1csc(-c2ccccc2)n1
    -3%, 10%, 3%, 0.1%, -4%, 0%, 18%, 12%, 7, 6%, -1%
O=C(CNC(=O)C1CCCC1)Nc1ccccc1Br
    0%, -4%, -15%, -0.1%, -4%, -1%, -11%, 1%, 0, 5%, -1%
CC(=O)c1c(C)[nH]c(C2=NNC(=NCc3ccccc3)SC2)c1C
    -3%, ?, 11%, -0.3%, 0%, 7%, -10%, ?, 6, -1%, -2%
CCc1ccc(C(N)=S)cc1
    0%, 9%, -2%, 7.1%, -4%, 0%, 17%, 4%, 2, 0%, 1%
O=C(NCCCN1CCOCC1)c1ccc2c(=O)n(Cc3cccc(Br)c3)c(=S)[nH]c2c1
    ?, 0%, -5%, -0.1%, 4%, -5%, -43%, -3%, 0, -1%, 2%
Cc1cccc(CCN2CCN=C2Nc2ccccc2)c1
    4%, -25%, 5%, 0.1%, -7%, -8%, -27%, 2%, 3, -11%, 0%
O=C(O)c1ccc(C(=O)Nc2cccc(NC(=O)C3CCCO3)c2)cc1 (centres undefined)
    3%, 21%[7.66 µM], -14%, 0.0%, -5%, /, 15%, 0%, 4, 1%, 1%
O=S(=O)(c1ccc(F)cc1)N1CC=C(c2ccccc2)CC1
    2%, ?, 4%, -0.4%, 0%, -1%, -7%, 1%, 0, -2%, -1%
O=C(Nc1nccs1)C12CC3CC(C1)CC(C(=O)Nc1nccs1)(C3)C2
    -4%, 13%, 39%[15.4 µM], -0.9%, -7%, -2%, -55%, -6%, 0, 3%, -1%
CN(Cc1ccccc1)c1nc(CN2CCOCC2)nc2scc(-c3ccccc3)c12
    -3%, -25%, -1%, 0.0%, -4%, 5%, -31%, -3%, 14, -12%, 0%
O=C(NCC(c1ccc(F)cc1)N1CCOCC1)c1cccnc1Sc1ccccc1Cl (centres undefined)
    -3%, -24%, -12%, -1.4%, -4%, 3%, -17%, -1%, 3, -5%, 0%
COc1ccc(NC(=S)N2CCCCCC2)cc1OC
    3%, -14%, -14%, -0.2%, 0%, 18%, -2%, 3%, -2, 0%, 7%
CCCCCCNC(=O)N1C/C=C\C(c2ccc(OC)cc2)N(Cc2ccc(F)cc2)C(=O)C1 (centres undefined)
    -13%, -19%, -2%, -0.5%, /, 15%, -21%, -3%, 8, -2%, 2%

Assay outcomes from PubChem.
